Source: PubChem BioAssay
PTAP TSG101 blk = blocks PTAP/TSG101 interaction to inhibit HIV-1 budding; Q99816; Fluorescence polarization, FITC-PTAP peptide / Tsg101 binding; Potency, µM (highest dose often 115 µM), for the others: at the highest dose activity change, negative = inhibition, actives largely listed as inhibitors; 340,000 tested, under 10 active; active = well fitted inhibition curve with a large enough effect in the main read-out, with a control signal flat, not every such curve was filed as active; inconclusive = small, poorly fitted or top-dose-only effect, or effect the other way, or a change in a side signal; inactive = no such curve, though single readings can be large or run the other way; note: potency is the fitted concentration of half-maximal effect; % of control where 0% means no effect
Target sequence (Q99816 whole entry, looked up): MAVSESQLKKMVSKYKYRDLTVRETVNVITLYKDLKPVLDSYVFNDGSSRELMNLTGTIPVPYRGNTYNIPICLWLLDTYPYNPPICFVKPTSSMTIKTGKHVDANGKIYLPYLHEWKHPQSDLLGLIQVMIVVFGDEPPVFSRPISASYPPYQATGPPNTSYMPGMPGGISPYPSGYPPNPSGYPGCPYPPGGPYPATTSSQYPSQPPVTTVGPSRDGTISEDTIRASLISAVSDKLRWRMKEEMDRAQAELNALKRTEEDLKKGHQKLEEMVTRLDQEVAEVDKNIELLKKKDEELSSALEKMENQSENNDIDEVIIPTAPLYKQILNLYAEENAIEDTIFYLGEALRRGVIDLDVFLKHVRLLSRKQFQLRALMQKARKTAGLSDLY
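Compounds were pin-transferred onto Tsg101 binding domain (10 uM final) in HEPES pH 7.5 buffer, then FITC-PTAP peptide was added at 50 nM final. After 20 min at RT, polarization reported peptide displacement across a qHTS concentration series.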
Eya2 inh = Eya2 (human) phosphatase inhibition | O00167 | recombinant Eya2, OMFP fluorescence dephosphorylation (OMFP is methylfluorescein phosphate) | Potency, µM (titrated, usually from 76.9 µM), without a hit: top-dose activity, negative = inhibition, actives largely listed as inhibitors | 330,000 compounds, 0.006% hits | AID 488837; note: potency is the fitted concentration of half-maximal effect; % is set by controls: 0 for no effect and ±100 for the full control effect
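Eya2 (0.2 uM) preincubated 10 min at ambient with compound, then OMFP substrate added at 50 uM; 10 min reaction in 50 mM HEPES pH 7.5, 50 mM NaCl, 5 uM MgCl2, 0.05% BSA, 1 mM DTT. Fluorescence read at Ex 485/Em 525 nm.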
uPA surface inh = cell surface uPA generation inhibition | 330,000 compounds, 0.31% hits | AID 540303 | cell surface uPA generation assay, qHTS | Potency, µM (series often up to 38.3 µM), for the others: top-dose activity change, negative = inhibition, usual class: inhibitors; active = well fitted inhibition curve with a large enough effect; inconclusive = small, poorly fitted or top-dose-only effect; inactive = no such curve, though single readings can be large or run the other way; tested in mouse RAW 264.7 cells; note: potency is the fitted concentration of half-maximal effect; % is set by controls: 0 for no effect and ±100 for the full control effect; nearly all actives have a fitted effect of over 55% in size
p53 reactivation = re-activators of mutant p53; 320,000 compounds, 0.063% hits; AID 504706; H1299 p53-A138V BP100-luciferase reporter, luminescence, 24 h; Potency, µM (highest dose often 92.2 µM), for inactives: at the top dose activity change, positive = activation, actives largely listed as activators; note: potency is the fitted concentration of half-maximal effect; % of control where 0% means no effect; nearly all actives have a fitted effect of over 45% in size
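H1299 (p53-null), stable ts p53-A138V + BP100-Luc; 1000 cells/well, Opti-MEM/10% FBS; cpd 4 pt, 1:5; 24 h, 37 deg C, 5% CO2; detection reagent 10 min RT; luminescence.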
BRCA1 expr up = BRCA1 expression activation; MCF7-BRCA1-FFLuc reporter, luminescence, 48 h; response scale: scaled: vehicle 0%, 10 µM genistein 100%; Potency, µM (top dose mostly 46.1 µM), inactives show at the top dose activation, most hits filed as activators; 380,000 compounds, 1.1% hits; AID 624202; note: potency is the fitted concentration of half-maximal effect; nearly all actives have a fitted effect of over 80% in size; some results filed as inactive show a strong effect at the top dose
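MCF7-BRCA1-FFLuc cells, 2000/well in phenol-red-free MEM, attached 2 h then treated 48 h at 37 C. Luciferase luminescence read 15 min after reagent; normalized to genistein maximum activation (10microM) and DMSO, concentration-response fitted.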
a7 integrin act = activators of alpha7 integrin expression for muscular dystrophy. alpha7betagal myoblasts, beta-gal FDG fluorescence, 48 h. Potency, µM (doses to about 38.3 µM), for inactives: at the highest dose activation, usual class: activators. 350,000 compounds, 0.064% hits. AID 624291;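 note: potency is the fitted concentration of half-maximal effect; 100% = response of the positive control SU9516; nearly all actives have a fitted effect of over 60% in size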
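alpha7betagal+/- myoblasts (passage 13, 250/well) treated 48 h at 37C with compounds at 1:260 dilution of DMSO stock. Lysed, then beta-galactosidase activity read as FDG fluorescence (ex 480/em 540) after 30 min, with pre-read for autofluorescence.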
S-ASM inh = human S-ASM enzyme inhibition; Potency, µM (doses to about 57.5 µM), without a hit: at the highest dose activity change, negative = inhibition, most hits filed as inhibitors; placental ASM, HMU-PC fluorogenic substrate, 60 min; P17405; 340,000 compounds, 0.006% hits; note: potency is the fitted concentration of half-maximal effect
Target sequence (P17405 47-631 limits assumed): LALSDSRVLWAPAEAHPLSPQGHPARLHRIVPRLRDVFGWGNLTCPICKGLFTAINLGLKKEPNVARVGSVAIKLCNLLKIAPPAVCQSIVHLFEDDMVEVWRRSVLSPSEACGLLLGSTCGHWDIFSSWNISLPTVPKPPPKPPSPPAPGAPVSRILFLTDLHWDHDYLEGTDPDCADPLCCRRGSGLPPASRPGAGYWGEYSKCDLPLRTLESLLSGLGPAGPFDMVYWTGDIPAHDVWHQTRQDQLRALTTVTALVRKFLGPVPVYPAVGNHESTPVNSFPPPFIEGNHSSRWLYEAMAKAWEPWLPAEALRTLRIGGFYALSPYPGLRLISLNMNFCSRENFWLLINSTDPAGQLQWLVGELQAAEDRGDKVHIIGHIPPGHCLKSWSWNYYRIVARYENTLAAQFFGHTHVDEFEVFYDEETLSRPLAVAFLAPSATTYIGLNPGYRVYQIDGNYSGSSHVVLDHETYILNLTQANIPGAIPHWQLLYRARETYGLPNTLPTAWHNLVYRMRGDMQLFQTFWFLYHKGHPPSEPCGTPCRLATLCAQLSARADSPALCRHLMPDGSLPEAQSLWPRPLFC
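HMU-PC0 cleavage (9 uM final) by human placental ASM, 60 min at 37 °C following 10 min compound exposure at RT; stopped at pH 10, fluorescence Ex 386/Em 447 nm.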
ELG1 genotoxic = genotoxicity induction in ELG1-luciferase HEK293T cells; HEK293T ELG1-luciferase reporter, luminescence, 16 h; Potency, µM (highest dose often 46 µM), without a hit: top-dose activity change, positive = activation, usual class: activators; 330,000 compounds, 1.3% hits; AID 504466; note: potency is the fitted concentration of half-maximal effect; % of control where 0% means no effect; nearly all actives have a fitted effect of over 60% in size
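After overnight (16 hr) compound treatment at 37 °C, ELG1-luciferase HEK293T cells were lysed with ONE-Glo; luminescence quantified 30 min later at room temperature.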
B2AR arrestin = beta2AR (human) beta-arrestin recruitment activity; P07550; beta-arrestin recruitment to beta2AR, cell-based reporter; Potency, µM (series often up to 46.1 µM), for inactives: top-dose activation, actives largely listed as activators; 330,000 compounds, 0.02% hits;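 note: potency is the fitted concentration of half-maximal effect; 0% = DMSO controls and full agonism = EC100 isoproterenol or metaproterenol; nearly all actives have a fitted effect of over 65% in size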
TRPV1 ag = activates the human vanilloid receptor TRPV1; TRPV1-expressing cells, Fluo-8 calcium influx, agonist mode; activation, % at 8.33 µM; 320,000 compounds, 0.19% hits; AID 540275; in the data active = activation above about 80%; inconclusive = between about 30% and that limit; note: 0% is about no effect
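Fluo-8 calcium influx in TRPV1-expressing cells, kinetic read (ex 480/em 520 nm). Compound added and read 3 min for agonist activity, followed by capsaicin at EC20 final and 2 min further read for enhancement.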
USP2a block = USP2a (human) protease inhibition. O75604. USP2 core, Ub-CHOP2 coupled fluorogenic reporter, 485/531. Potency, µM (titrated, usually from 38.3 µM), without a hit: at the highest dose activity change, negative = inhibition, most hits filed as inhibitors. 330,000 compounds, 0.01% hits. AID 463254;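 note: potency is the fitted concentration of half-maximal effect; plate controls were DMSO wells for no effect and full inhibition by NEM control for full effect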
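Cell-free coupled assay: 10nM USP2 core preincubated 30min RT with compound in Tris-HCl pH 8.0/CaCl2/CHAPS buffer, then 25nM Ub-CHOP2 and 25nM reporter substrate; fluorescence (Ex 485/Em 531) read after 60min RT, normalized to NEM inhibition, concentration-response curves fitted.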
The depositor's hits bear a star; i = inactive; ? = inconclusive; / = not tested or not shown. Unless noted, calls come from the whole dose curve; as a rule, active = well fitted curve in the direction sought with a large enough effect; inconclusive = small, poorly fitted or top-dose-only effect, or another doubt; inactive = no such curve, though single readings can be large; an effect the other way counts as inactive or inconclusive.

SMILES	PTAP TSG101 blk	Eya2 inh	uPA surface inh	p53 reactivation	BRCA1 expr up	a7 integrin act	S-ASM inh	ELG1 genotoxic	B2AR arrestin	TRPV1 ag	USP2a block
COc1ccc(CN2CCCC(C(=O)N3CCCCC3)C2)cc1 (stereo not drawn)	0%	1%	-9%	-3%	0%	-3%	1%	-2%	0.4%	3	2%
O=C(NCC(c1cccnc1)N1CCOCC1)NC1CCCCC1 (stereo not drawn)	-1%	4%	1%	-2%	-1%	-14%	-2%	4%	-0.1%	-3	-6%
COCCN1CCN(C(=O)C2CCC(=O)N(Cc3ccccc3OC)C2)CC1 (stereo not drawn)	-1%	3%	0%	7%	-17%	27%	-1%	4%	-0.4%	-2	2%
O=C(CCn1c(=O)oc2ccccc21)NCc1ccco1	-1%	-22%	5%	/	15%	5%	-3%	5%	-0.8%	1	-1%
CCOC(=O)C1=C(C)NC2=C(C(=O)c3ccccc32)C1c1cccnc1 (stereo not drawn)	-2%	-15%	-3%	-2%	-12%	0%	-4%	2%	-0.6%	-1	0%
CC(=O)c1ccc(NC(=O)C[n+]2cccc(C)c2)cc1	-5%	6%	21%	?	7%	-20%	-1%	-7%	2.3%	-1	6%
CCOC(=O)C1CCN(C(=O)c2n[nH]c(=O)c3ccccc23)CC1	-2%	6%	0%	-8%	37%	-1%	0%	1%	0.2%	-3	2%
CSc1ccc(C(=O)C2CCCN(C(=O)c3ccc4c(c3)no[n+]4[O-])C2)cc1 (stereo not drawn)	-1%	5%	7%	-12%	0%	-7%	-6%	4%	-0.4%	3	0%
O=C(Oc1cccc2ccccc12)c1ccccc1	-1%	/	-7%	/	-3%	0%	-2%	/	/	/	/
O=C(CSc1ccc(Cl)cc1)NCc1ccco1	0%	-22%	10%	?	52%	-14%	3%	1%	0.2%	2	-3%
COC(=O)C1CCN(C(=O)COC(=O)CC(NC(N)=O)c2ccc(Cl)cc2)CC1 (stereo not drawn)	-4%	10%	3%	-2%	-1%	4%	-3%	-1%	0.4%	1	?
O=C(CSc1nccc(=O)[nH]1)c1ccco1	-2%	-8%	7%	-1%	3%	-9%	2%	1%	-0.2%	0	-3%
CCC1CCCCN1C(=S)NC(=O)c1ccc([N+](=O)[O-])cc1 (stereo not drawn)	-3%	2%	-4%	3%	-10%	-9%	3%	-3%	-0.6%	-11	0%
CCOc1ccccc1/C=C/c1onc(C)c1S(=O)(=O)N1CCC(C(=O)N2CCCCCC2)CC1	2%	-15%	-6%	-5%	-48%	13%	17%	-9%	0.5%	?	-1%
O=C(Nc1cccc(-c2nc3ncccc3o2)c1)c1ccc2c(c1)OCO2	0%	/	1%	/	0%	12%	-1%	/	/	/	/
Cc1ccccc1C(=O)Nc1nc(-c2cccnc2)cs1	-2%	-8%	18%	-2%	-55%	2%	10%	3%	-0.3%	-5	-6%
CCc1nn(CC(=O)N2CCN(C)CC2)c(=O)c2cccn12	4%	-7%	6%	8%	8%	6%	4%	-2%	-0.4%	-2	0%
Cc1cccc(/C=N/N2CCN(c3ccccc3)CC2)c1	-1%	3%	5%	?	?	24%	8%	?	-1.1%	-1	2%
S=C(NCC1CCCO1)Nc1ccccc1 (stereo not drawn)	-14%	1%	-4%	6%	1%	1%	4%	-1%	-0.7%	0	2%
COC(=O)c1ccc(/C=C2/SC(=S)N(CCC(=O)NCCCN3CCOCC3)C2=O)cc1	2%	18%	-14%	25%	-25%	-14%	-7%	0%	-1.0%	4	0%
Cc1ccc(-n2ncc3c(=O)n(CC(=O)NC4CCCC4)cnc32)cc1C	1%	-13%	3%	1%	-2%	19%	-1%	1%	-0.5%	4	0%
O=C(O)C1CC1C(=O)Nc1cc(F)ccc1F (stereo not drawn)	-3%	-2%	2%	-2%	-12%	-27%	3%	4%	0.1%	0	-2%
CCOc1ccccc1N1CC(C(=O)N(Cc2nnc(-c3ccccc3Cl)o2)C2CC2)CC1=O (stereo not drawn)	0%	-29%	-3%	-4%	-8%	-1%	0%	-1%	0.2%	1	-2%
N#C[C@H]1[C@H](c2ccccc2)[C@](C#N)(C(=O)c2ccccc2)[C@@H]2C=Cc3ccccc3N21	/	7%	/	-11%	/	/	/	2%	-0.4%	/	1%
O=C(O)c1cccc(Cn2cc(Br)cn2)c1	0%	8%	9%	1%	-16%	-10%	-1%	11%	-1.1%	7	1%
CSc1nsc(SCC(=O)N2CCc3ccccc32)n1	0%	8%	1%	17%	-15%	21%	-4%	13%	0.3%	?	-4%
O=C(O)c1cc2n(n1)C(C(F)(F)F)CC(c1ccccc1)N2 (stereo not drawn)	-17%	10%	3%	-7%	-1%	-2%	-1%	-1%	0.2%	0	0%
CS(=O)(=O)N(CC(=O)N/N=C/c1ccccc1C(=O)O)c1cccc(Cl)c1Cl	2%	4%	0%	1%	0%	-11%	6%	1%	0.1%	-1	1%
Cc1c(CNC(=O)c2cnn3c2NC(c2ccccc2)CC3C(F)(F)F)cnn1C (stereo not drawn)	0%	-10%	-2%	-7%	-10%	-24%	0%	-1%	-0.2%	0	5%
O=C(NNC(=O)c1csc(N2CCOCC2)n1)c1ccc(Cl)nc1	-5%	3%	-3%	6%	-12%	1%	1%	-2%	0.4%	0	2%

Entries of single compounds from above. Order of screens: PTAP TSG101 blk, Eya2 inh, uPA surface inh, p53 reactivation, BRCA1 expr up, a7 integrin act, S-ASM inh, ELG1 genotoxic, B2AR arrestin, TRPV1 ag, USP2a block
Entry for `CCc1nn(CC(=O)N2CCN(C)CC2)c(=O)c2cccn12` = 4%, -7%, 6%, 8%, 8%, 6%, 4%, -2%, -0.4%, -2, 0%
Entry for `COC(=O)c1ccc(/C=C2/SC(=S)N(CCC(=O)NCCCN3CCOCC3)C2=O)cc1` = 2%, 18%, -14%, 25%, -25%, -14%, -7%, 0%, -1.0%, 4, 0%
Entry for `CS(=O)(=O)N(CC(=O)N/N=C/c1ccccc1C(=O)O)c1cccc(Cl)c1Cl` = 2%, 4%, 0%, 1%, 0%, -11%, 6%, 1%, 0.1%, -1, 1%
Entry for `O=C(O)c1cc2n(n1)C(C(F)(F)F)CC(c1ccccc1)N2` (stereo not drawn) = -17%, 10%, 3%, -7%, -1%, -2%, -1%, -1%, 0.2%, 0, 0%

By substructure, the entries above containing an NH in an aromatic ring
SMILES	PTAP TSG101 blk	Eya2 inh	uPA surface inh	p53 reactivation	BRCA1 expr up	a7 integrin act	S-ASM inh	ELG1 genotoxic	B2AR arrestin	TRPV1 ag	USP2a block
CCOC(=O)C1CCN(C(=O)c2n[nH]c(=O)c3ccccc23)CC1	-2%	6%	0%	-8%	37%	-1%	0%	1%	0.2%	-3	2%
O=C(CSc1nccc(=O)[nH]1)c1ccco1	-2%	-8%	7%	-1%	3%	-9%	2%	1%	-0.2%	0	-3%

The list continues.
SMILES	PTAP TSG101 blk	Eya2 inh	uPA surface inh	p53 reactivation	BRCA1 expr up	a7 integrin act	S-ASM inh	ELG1 genotoxic	B2AR arrestin	TRPV1 ag	USP2a block
CN(C)c1nc(N)ncc1-c1ccc(Oc2ccccc2)cc1	-2%	1%	3%	-3%	-16%	20%	-1%	-4%	-1.1%	4	-2%
c1ccc(Oc2ncnc3ccccc23)cc1	-7%	/	-11%	/	-13%	-30%	3%	/	/	/	/
CCCn1c(SCC(=O)Nc2ccccc2Cl)nc(O)cc1=O	0%	-1%	6%	-5%	6%	22%	1%	-3%	-0.1%	2	-2%
Cc1cc(C)n2nc(C(=O)Nc3ccc(N4CCOCC4)cc3)nc2n1	-7%	/	-1%	/	-2%	-12%	6%	/	/	-1	/
Cn1c(SCC(=O)c2ccc3c(c2)Cc2ccccc2-3)nnc1-c1ccccc1	-4%	-10%	4%	-6%	-9%	-17%	10%	0%	-0.6%	1	-1%
COc1ccc(CCNc2oc(-c3cccc4ccccc34)nc2P(=O)(OC)OC)cc1OC	-3%	-2%	0%	-18%	-21%	2%	i	-2%	-0.2%	?	3%
